# Autophagy HCS: autophagy modulators in MEF cells, primary screen, imaging, high-content, MEF GFP-LC3; MEF GFP-LC3 puncta imaging; test concentration mostly 10 µM; calls only at 10 µM (by protocol); 190,000 compounds, 0.98% hits; AID 463193, 2010;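 active = percentage of spot-positive cells more than 3 SD above its plate mean, without a fluorescence outlier flag or 80% toxicity; inconclusive = no clear call, values can overlap the other calls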;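 note: spot-positive cell cutoff set from DMSO-treated cells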
# MT stabilizer: microtubule stabilizers in HeLa cells, primary screen, imaging, high-content imaging | HeLa tubulin immunostaining HCS, 24 h; share of cells brighter than vehicle mean+2SD | % tubulin-high responders, % at 10 µM | 200,000 compounds, 0.83% hits;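 active = plate Z-score above 3 for both tubulin-high and condensed-nucleus cell shares, with cell loss under 80%, at 10 µM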;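 note: anti alpha tubulin signal scored within the nucleus-defined area of each cell; some results filed as inactive read as strong as hits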
# M1AAP inhibition: P. falciparum M1AAP inhibitors, biochemical, fluorogenic H-Leu-NHMec substrate, 1536-well (AID 1445). Aminopeptidase N (Plasmodium falciparum (isolate 3D7)). recombinant M1AAP, H-Leu-NHMec fluorogenic kinetic assay; higher % means a stronger effect. 220,000 compounds, 0.42% hits. one-dose inhibition, % at 30 µM; IC50 in µM for titrated hits;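 active = primary inhibition above the hit cutoff, then over 50% inhibition at one or more dose response concentrations, cut at about 23% in these data, passing the limit was not always enough; inconclusive = conflicting primary data, or primary hits not chosen for dose response; inactive = low primary inhibition, or under 50% at every dose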;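 note: plate controls were DMSO full reaction for no effect and no enzyme background for full effect; strong numbers were not always called active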
# bCat nuc transl: modulators of beta-catenin nuclear translocation, primary screen, imaging, HeLa cells, immunofluorescence, high-content; nuclear translocation activity, % at 5 µM; 190,000 compounds, 0.3% hits;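 active = nuclear translocation activity above 50% at 5 µM, with a well cell count of 50 or more; inconclusive = wells under 50 cells across six images, flagged as toxic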;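 note: per-cell ratio of nuclear to cytoplasmic median beta-catenin stain intensity; plate controls were DMSO negative control for no effect and GSK-3 inhibitor IX positive control for full effect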
#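 System: Human HeLa cells, endogenous beta-catenin | Compound dosing: 5 µM primary, 0.02–20 µM confirmation | Timing: 24 h compound exposure at 37°C, 5% CO2 | Measured by: Fluorescence imaging of beta-catenin antibody stain plus DAPI | Read-out basis: % activation of per-cell nuclear versus cytoplasmic median beta-catenin signal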
# Insulin prom up: insulin promoter activators in MIN6 cells, imaging, high-content screening, mouse beta cells | MIN6 insulin promoter-GFP reporter; stronger effect = higher value | AID 1625, 2009 | z-score at 5 µM | 190,000 compounds, 0.3% hits;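 active = z-score above 3 at 5 µM with at least 500 cells counted in the well; inconclusive = wells under 500 cells, flagged as cytotoxic or low count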
# P. falciparum M17LAP: P. falciparum M17LAP inhibitors, primary screen, biochemical, fluorogenic H-Leu-NHMec substrate, 1536-well (AID 1619). Leucine aminopeptidase (Plasmodium falciparum (isolate 3D7)). recombinant M17LAP, H-Leu-NHMec fluorogenic kinetic assay; higher % means a stronger effect. one-dose inhibition, % at 30 µM; IC50 in µM for titrated hits. 220,000 compounds, 0.38% hits;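 active = compound inhibiting the enzyme by more than half at any dose during confirmatory dose-response retesting; inconclusive = strong single-dose inhibitors picked by rank but not retested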;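 note: plate controls were full reaction with DMSO carrier for no effect and no enzyme background for full effect; strong numbers were not always called active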
# Dynein cargo inh: inhibitors of GR-EGFP nuclear translocation, primary screen, dynein cargo transport inhibitor project, imaging, high-content, 3617.4 mouse cells; test concentration mostly 20 µM; stimulated with dexamethasone, 1 µM; stronger effect = lower value; z-score, hits read low; 220,000 compounds, 0.47% hits; AID 1381, 2008;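 active = plate z-score of nuclear minus cytoplasmic receptor signal below a set negative limit, without overly bright fluorescence or cell loss, cut at about -3.5 in these data, passing the limit was not always enough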;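 note: z-score of nuclear minus cytoplasmic ring GR-EGFP intensity difference per well; some compounds called inactive have numbers as strong as hits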
#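 Buffer or medium: tet-free medium with charcoal-stripped serum / Also added: dexamethasone agonist, 1.0 µM final, for 30 min / Timing: induction 48 h, compound 1 h, agonist 30 min / Measured by: high-content fluorescence imaging after fixation / Read-out: nuclear-to-cytoplasmic GR-EGFP distribution per well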
# K1F lysis inhibition: inhibition of K1F phage lysis, E. coli UTI89, bacterial capsule biogenesis inhibitors, alamar blue (AID 488966) | E. coli UTI89 K1F phage lysis, alamar blue, 2 h; higher % means a stronger effect | inhibition, % at 100 µM; hits with a dose series show IC50 in µM | 340,000 compounds, 0.02% hits;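 active = phage lysis inhibition, versus mean bacterial control, above a set limit; inconclusive = no clear call, values can overlap the other calls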;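 note: capsule biogenesis inhibitors block K1F phage lysis so surviving cells raise fluorescence; higher fluorescence means more inhibition of phage lysis; actives were called in the ten point dose series up to 300 µM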
# ER stress rescue: rescue of cells from ER stress-induced death, primary screen, 384-well, CSM14.1, thapsigargin, ATP luminescence (AID 1222); 190,000 tested, under 10 active; CSM14.1 thapsigargin-induced death rescue, ATP luminescence; higher % means a stronger effect; one-dose cellular ATP content (survival), % at 20 µM; EC50 in µM for titrated hits;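 active = EC50 below 50 µM in the dose-response confirmation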;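 note: death triggered by thapsigargin at about 15 µM added after 2 h compound pretreatment; cell ATP read after overnight thapsigargin exposure of roughly 18 to 22 hours; normalized against plate controls of thapsigargin alone and 5% DMSO vehicle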
# Dynein cargo inh cytoplasmic EGFP: recorded beside Dynein cargo inh, whose call it bears; z-score; measured here: cytoplasmic GR-EGFP intensity; stronger effect = higher value
# Dynein cargo inh nuclear GR-EGFP: recorded beside Dynein cargo inh, whose call it bears; z-score; measured here: nuclear GR-EGFP intensity;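 lower value marks the stronger effect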
# Dynein cargo inh cell count: recorded beside Dynein cargo inh, whose call it bears; z-score; measured here: cell count per field
# Insulin prom up cell count: recorded beside Insulin prom up, whose call it bears; cell count; measured here: cytotoxicity, nuclei count;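 total cells summed across four imaged fields per well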
# bCat nuc transl cell count 5 µM: also measured in bCat nuc transl; calls as there; cell count; measured here: cell count, cytotoxicity flag
# MT stabilizer Hoechst-high %: recorded beside MT stabilizer, whose call it bears; % Hoechst-high responders; measured here: nuclear condensation Hoechst responders;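 share of cells brighter than vehicle mean plus two SD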
# MT stabilizer cytotoxicity %: further read-out of MT stabilizer, marked with its call; toxicity, %; measured here: cytotoxicity by cell density;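 0% = mean cell density of plate MIN control wells and 100% = no cells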
# Autophagy HCS cell loss 18 h: also measured in Autophagy HCS; calls as there; toxicity, %; measured here: cell loss, nuclei count;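 cell loss after 18 h compound exposure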
# Active calls of the source: *; i = inactive; u = inconclusive; x = no result given; [ ] = remark or other dose.
SMILES,Autophagy HCS,Autophagy HCS cell loss 18 h,MT stabilizer,MT stabilizer Hoechst-high %,MT stabilizer cytotoxicity %,M1AAP inhibition,bCat nuc transl,bCat nuc transl cell count 5 µM,Insulin prom up,Insulin prom up cell count,P. falciparum M17LAP,Dynein cargo inh,Dynein cargo inh cytoplasmic EGFP,Dynein cargo inh nuclear GR-EGFP,Dynein cargo inh cell count,K1F lysis inhibition,ER stress rescue
CCN(CC)S(=O)(=O)c1cccc(C(=O)NCCCn2ccnc2)c1,x,x,x,x,x,1%,0.7,1312,0.17,1118,11%,0.54,-0.21,0.18,-0.19,0.1%,x
Cc1cc(-c2nn(-c3ccccc3F)cc2CN2CCC(C(N)=O)CC2)c(C)s1,i,-32,3.1,2.2,4.4,0%,-0.2,1152,-0.78,1372,-2%,-1.1,-0.27,-0.48,1.1,0.1%,-1.2%
COc1ccc(-c2nc(Cn3c(SCc4ccc(F)cc4)nc4ccncc43)c(C)o2)cc1OC,i,5,5.1,3.2,5.2,-1%,x,x,-0.5,914,-9%,-1.3,-0.22,-0.73,0.7,4.8%,1.4%
C[C@@H](C(=O)NCCCCCC(=O)O)n1nnc2ccccc2c1=O,x,x,x,x,x,1%,-1.9,1160,-0.05,1417,-2%,1.2,-0.29,0.17,-0.59,-0.2%,x
CC(C)C(NC(=O)c1ccco1)C(=O)OCC(=O)Nc1ccc(C(N)=O)cc1 (stereo unspecified),i,5,2.3,1.8,6.1,17%,4.9,1029,0.42,1055,3%,-0.58,-0.32,0.12,-0.46,0.0%,-0.2%
COc1cc(NS(=O)(=O)c2ccc(N/C=C\C(=O)c3ccc(F)cc3)cc2)nc(OC)n1,i,-16,1.5,2.3,8.4,4%,-0.4,1104,1.2,1439,15%,-0.31,-0.23,0.13,-0.28,1.0%[50 µM],-0.1%
O=C(CC1C(=O)N(c2ccccc2)C(=O)N1C1CCCCC1)Nc1ccccc1 (stereo unspecified),i,-2,3.0,1.9,5.5,-2%,-9.5,1060,0.27,867,-1%,0.35,-0.28,0.49,0.5,-0.1%,-2.4%
Clc1ccc(C(c2nnnn2C2CCCC2)N2CCN(Cc3ccncc3)CC2)cc1 (stereo unspecified),i,4,5.0,1.7,8.2,6%,x,x,x,x,3%,-0.24,-0.18,0.025,-0.26,-0.1%,-0.3%
COc1ccc(C)cc1NC(=O)c1ccc(S(=O)(=O)N2CCOCC2)cc1,i,1,1.9,1.7,2.3,5%,-4.8,1154,0.77,944,1%,-0.051,-0.2,-0.094,-0.29,-0.1%,-2.8%
Cc1cc(O)c(C(C[N+](=O)[O-])c2ccc(Cl)cc2)c(=O)o1 (stereo unspecified),i,-1,1.6,1.6,7.0,7%,-1.9,1169,0.84,912,7%,-0.53,-0.43,-0.056,1.1,-1.7%,-1.1%

# Part of the list above, limited to Autophagy HCS, ER stress rescue and M1AAP inhibition.
canonical_smiles	Autophagy HCS	ER stress rescue	M1AAP inhibition
CCN(CC)S(=O)(=O)c1cccc(C(=O)NCCCn2ccnc2)c1	x	x	1%
Cc1cc(-c2nn(-c3ccccc3F)cc2CN2CCC(C(N)=O)CC2)c(C)s1	i	-1.2%	0%

# As entered above.
# C[C@@H](C(=O)NCCCCCC(=O)O)n1nnc2ccccc2c1=O in M1AAP inhibition shows 1%
# COc1ccc(-c2nc(Cn3c(SCc4ccc(F)cc4)nc4ccncc43)c(C)o2)cc1OC in MT stabilizer shows 5.1

# New compounds follow.
SMILES,Autophagy HCS,Autophagy HCS cell loss 18 h,MT stabilizer,MT stabilizer Hoechst-high %,MT stabilizer cytotoxicity %,M1AAP inhibition,bCat nuc transl,bCat nuc transl cell count 5 µM,Insulin prom up,Insulin prom up cell count,P. falciparum M17LAP,Dynein cargo inh,Dynein cargo inh cytoplasmic EGFP,Dynein cargo inh nuclear GR-EGFP,Dynein cargo inh cell count,K1F lysis inhibition,ER stress rescue
S=c1[nH]nc(CCCc2n[nH]c(=S)o2)o1,x,x,x,x,x,-9%,1.3,1301,-0.33,1038,-2%,-0.67,-0.22,-0.02,0.03,0.4%,x
Oc1oc(-c2ccc(Br)cc2)nc1C=Nc1ccc(Br)cn1,i,9,2.7,2.6,3.1,2%,-2.2,981,0.09,1596,-11%,-0.59,-0.17,-0.25,0.56,-0.6%,-0.3%
COc1cc(C(C)=O)ccc1COc1ccc(C(=O)OCC(N)=O)cc1OC,i,9,1.7,3.8,11,-5%,-1.1,1126,1.1,1395,9%,-0.5,-0.22,-0.13,-0.073,1.1%[50 µM],0.2%
CC(=O)c1c(C)n(C)c2ccc(O)cc12,i,32,1.5,1.7,4.6,6%,-7.1,1191,0.32,939,5%,2.1,-0.22,1.7,-0.84,1.7%,0.7%
COC(=O)c1ccc(N2C(=O)CC(Sc3n[nH]c(C)n3)C2=O)cc1 (stereo unspecified),i,-7,1.6,2.2,12,4%,-3.5,988,x,x,3%,-1.7,0.22,-0.68,-0.4,0.2%,0.6%
Cc1cccc(Cn2c(=O)n(Cc3ccco3)c(=O)c3ccccc32)c1,i,-2,3.7,2.2,6.5,-2%,-0.4,1044,0.03,1819,3%,-0.47,-0.26,-0.34,0.44,-0.1%,-1.4%
COc1ccc(C(CC(=O)O)NC(=O)COc2ccc(C)cc2)cc1OC (stereo unspecified),i,18,4.4,2.8,1.6,3%,-3.5,573,-0.1,1265,-1%,-0.4,-0.22,0.71,-0.81,3.9%,-1.9%
O=C(CSc1ccc2ccccc2n1)c1ccc2c(c1)OCO2,i,0,0.5,1.5,5.5,4%,x,x,x,x,-3%,-1.7,0.019,-0.7,1.5,0.0%,0.2%
CCOC(=O)c1c(C)oc2c1c(C=NCCO)c(O)c1ccccc12,i,0,2.2,1.9,7.4,11%,-6.1,929,1.2,1637,11%,-0.28,-0.23,0.32,0.36,-1.1%,0.0%
Cc1cc(=O)[nH]c2c(C)c(N)ccc12,i,46,1.4,1.6,6.9,u,-8.9,988,-0.07,1305,-330%,-0.32,0.83,0.046,0.93,0.6%,-0.3%
Cc1cccc(C(=O)Oc2ccccc2/C=N/Nc2ccc([N+](=O)[O-])cc2)c1,i,-3,2.5,2.3,3.3,6%,-2.1,1096,-0.15,1513,-8%,-0.2,0.88,0.2,1,1.7%[50 µM],-0.5%
Cc1cccc(NC(=O)CSc2nnc(-c3ccccc3Br)o2)c1C,i,6,2.9,1.6,9.9,0%,-7.2,985,1.3,1184,16%,-0.5,-0.23,0.081,0.16,-0.3%,1.2%
COc1cccc(NC(=O)COC(=O)c2nc(Cl)ccc2Cl)c1,i,12,2.2,2.5,6.7,7%,-1.4,1013,2.5,1224,4%,0.5,-0.26,0.54,0.31,3.0%,-1.6%
COC(C(=O)N/N=C(\C)CC(=O)Nc1ccc(Cl)cc1C)c1ccccc1 (stereo unspecified),i,-1,1.9,1.8,8.6,x,-1.0,964,-0.3,1452,x,-0.85,-0.33,-0.11,1,-0.2%,0.1%
N/C(=N\OC(=O)c1cccc(Cl)c1)c1ccncc1,i,-1,2.9,1.1,1.9,-8%,-1.2,1008,0.41,1532,-2%,0.36,-0.39,0.42,2.1,0.4%,-3.3%
CCc1nc(SCc2ccccn2)c2c(=O)n(C)c(=O)n(C)c2n1,i,5,2.0,3.9,5.8,5%,-3.7,1183,-0.2,1208,1%,-0.75,-0.2,-0.17,-0.041,1.7%,-0.1%
CN(C)NC(=O)C12CCC(C)(C(=O)O1)C2(C)C (stereo unspecified),i,3,5.1,1.3,7.3,-2%,-1.4,1024,0.29,1179,8%,0.7,-0.17,0.22,0.27,4.3%,-0.9%
O=[N+]([O-])c1cccc(-c2ccc(C(=S)N3CCN(c4ccc(F)cc4)CC3)o2)c1,i,12,2.1,1.8,2.9,3%,-3.0,874,1,1386,0%,1.8,-0.24,0.55,-0.55,0.1%,-5.1%
Cc1occc1-c1nnc(SCC(=O)N2CCOCC2)o1,i,9,4.5,4.1,9.9,2%,-3.1,1152,-0.32,2089,6%,-0.86,0.081,-0.17,0.13,0.5%,-2.7%
Cc1cccc(NC(=O)c2sc3nc4c(c(-c5ccco5)c3c2N)CCC4)c1,i,10,i,x,100,8%,-2.1,880,-1.2,927,-3%,i,x,x,-6.1,1.9%,-1.5%
O=C(CSCC(=O)c1ccccc1)Nc1ccccc1Cl,i,-22,1.3,1.2,8.5,-5%,1.2,1426,1.3,1455,12%,-1,-0.12,-0.8,0.74,13%,-1.0%
N#Cc1c(N(CCO)CCO)nc(N)c2c(N)nc3c(c12)CC(=O)N3CC1CCCO1 (stereo unspecified),x,x,x,x,x,7%,0.3,1301,-0.53,1307,5%,0.68,-0.28,0.032,0.048,5.1%,x

# Screens from PubChem.
